# Screening data: PubChem BioAssay, The Scripps Research Institute Molecular Screening Center
# proKLK7 act: activators of human kallikrein-7 zymogen | activation, % at 7 µM | P49862 | 0.9% of 370,000 active | purified proKLK7, EDANS-DABCYL substrate fluorescence; 100% is mature enzyme control, 0% vehicle;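 active = activation above the mean of all tested compounds plus 3 SD, computed per campaign excluding outliers beyond control limits, cut at about 13% in these data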
# Target sequence (P49862 whole entry, looked up): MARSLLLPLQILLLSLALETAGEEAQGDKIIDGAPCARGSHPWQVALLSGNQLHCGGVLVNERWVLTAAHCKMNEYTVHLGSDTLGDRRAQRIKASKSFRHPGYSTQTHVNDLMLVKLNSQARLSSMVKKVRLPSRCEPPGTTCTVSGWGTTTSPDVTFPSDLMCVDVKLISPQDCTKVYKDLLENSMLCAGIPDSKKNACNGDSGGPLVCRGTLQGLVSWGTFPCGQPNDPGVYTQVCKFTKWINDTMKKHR
# Tn7 DDE FP: DD(E)-Tn7 binding inhibition, primary FP screen. P02675. FP displacement of FITC-Tn7 peptide from fibrin DD(E); 0% = median of compound wells per plate. inhibition, % at 8.3 µM. 0.13% of 370,000 active;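 active = inhibition above the mean of compounds falling within the control limits plus 3 SD of them, cut at about 14% in these data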;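 also: 0% = plate median of compound wells and 100% = 10 µM Aha-Tn7 peptide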
# Target sequence (P02675 whole entry, looked up): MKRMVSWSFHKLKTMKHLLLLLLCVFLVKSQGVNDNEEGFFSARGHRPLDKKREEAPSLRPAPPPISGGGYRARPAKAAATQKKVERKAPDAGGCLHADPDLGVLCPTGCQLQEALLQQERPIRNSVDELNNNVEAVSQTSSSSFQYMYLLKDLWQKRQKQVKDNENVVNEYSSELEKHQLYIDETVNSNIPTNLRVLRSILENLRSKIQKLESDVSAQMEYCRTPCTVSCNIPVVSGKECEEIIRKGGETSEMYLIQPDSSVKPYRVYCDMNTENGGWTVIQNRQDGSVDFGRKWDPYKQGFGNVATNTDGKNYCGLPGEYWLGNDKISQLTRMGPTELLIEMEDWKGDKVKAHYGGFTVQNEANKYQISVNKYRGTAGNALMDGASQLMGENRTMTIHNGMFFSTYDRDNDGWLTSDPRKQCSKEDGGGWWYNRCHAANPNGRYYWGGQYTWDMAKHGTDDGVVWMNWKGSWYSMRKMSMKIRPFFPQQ
#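 system = human fibrin DD(E) protein | quantity = DD(E) 2 µM final | medium = Tris/NaCl/CaCl2 buffer, pH 7.8 | also added = labelled Tn7 tracer, 0.1 µM | compound dosing = single point at 8.3 µM | timing = compound with protein 10 min, then 3 h after probe, room temperature | signal = FP measurement | benchmarks = Aha-Tn7 high control | repeats = one replicate per compound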
# SIAE primary: blocks human sialic acid acetylesterase | Q9HAT2 | SIAE FP-Rh probe binding, fluorescence polarization | inhibition, % at 9.66 µM | 0.69% of 370,000 active | AID 1053197;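 active = inhibition above a cutoff: mean of compounds within the control limits plus 3 SD of those, cut at about 17% in these data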;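 also: 0% = plate median of compound wells and 100% = probe without SIAE protein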
# UHRF1 MBD2 ctr: human UHRF1 methylated DNA binding inhibitors | UHRF1 binding to methylated oligo, TR-FRET | inhibition, % at 4.4 µM | 0.75% of 370,000 active | Q96T88 | AID 687016; in the data active = inhibition above about 21%;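 also: UHRF1 SRA domain binding a hemimethylated CpG hairpin DNA probe; 0% = median of test compound wells and 100% = reference inhibitor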
# Tn6 DDE FP: disrupts Tn6 cyclic peptide binding to fibrin D-Dimer-E complex; P02675; Fibrin DD(E) TRITC-Tn6 fluorescence polarization displacement; inhibition, % at 8.3 µM; 0.21% of 370,000 active;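 active = inhibition above a per-campaign cutoff: mean of compounds within control limits plus 3 SD, cut at about 15% in these data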;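 also: 0% = median of all compound wells on the plate and 100% = blocking peptide control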
# TCR CD3 inh: human TCR-CD3 binding inhibition. TAMRA-labeled TCR probe fluorescence, biochemical. 0.37% of 360,000 active. inhibition, % at 9.4 µM; in the data active = inhibition above about 19%;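 also: recombinant mutant TCR 2C K166C tagged with TAMRA read by polarization; 0% = receptor in buffer alone and 100% = receptor with positive control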
# LEDGF integ inh: blocks HIV-1 LEDGF/p75-dependent DNA integration; AID 743269; inhibition, % at 3.7 µM; TR-FRET IN-LEDGF/p75 DNA integration, Eu/Cy5; 0.64% of 370,000 active;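 active = inhibition above the screen-wide mean plus 3 SD, cut at about 13% in these data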;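 also: signal is the Cy5 over europium emission ratio at 671 and 618 nm; 0% = plate median of compound wells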
# TDP2 inh: blocks human TDP2 phosphodiesterase activity; recombinant TDP2, T5PNP hydrolysis, p-nitrophenol absorbance 415 nm; inhibition, % at 12.8 µM; 0.34% of 370,000 active; AID 720702;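 active = inhibition above the mean of all tested compounds plus 3 SD, set per campaign, cut at about 25% in these data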;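 also: 0% = DMSO with enzyme and 100% = buffer with substrate but no TDP2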
# Target sequence (O95551 whole entry, looked up): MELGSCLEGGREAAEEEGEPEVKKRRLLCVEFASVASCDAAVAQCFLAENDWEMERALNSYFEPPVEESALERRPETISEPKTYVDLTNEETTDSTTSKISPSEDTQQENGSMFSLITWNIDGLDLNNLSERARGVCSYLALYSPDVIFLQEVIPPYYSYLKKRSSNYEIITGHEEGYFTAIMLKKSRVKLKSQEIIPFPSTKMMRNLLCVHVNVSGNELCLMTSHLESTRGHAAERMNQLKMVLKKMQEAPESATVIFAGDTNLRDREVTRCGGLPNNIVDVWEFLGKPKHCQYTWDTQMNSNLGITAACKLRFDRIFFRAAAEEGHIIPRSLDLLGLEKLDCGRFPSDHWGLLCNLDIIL
#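 Incubation: 2 h at 37 °C; Test system: recombinant human TDP2; Quantity: enzyme 120 nM; Read-out basis: percent inhibition; Medium: 50 mM Tris-HCl pH 7.5 with Mg2+, KCl, DTT, BSA; Repeats: single replicate; Compound: 12.8 µM single point, 1% DMSO; Signal: epi absorbance; Reagent: 5 mM T5PNP chromogenic substrate; Benchmarks: no-enzyme high, DMSO-plus-enzyme low.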
# PRMT1 inh: blocks human protein arginine methyltransferase 1 | recombinant PRMT1, activity-based probe fluorescence polarization | inhibition, % at 2.79 µM | 1.3% of 370,000 active;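 active = inhibition above about 21% made by adding two undisclosed values, limit read from the data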
# MBD2 DNA inh: inhibitors of human MBD2 binding to methylated oligonucleotide; AID 686964; Q9UBB5; 0.31% of 370,000 active; inhibition, % at 4.4 µM; TR-FRET; in the data active = inhibition above about 13%
# * marks the source's active call; other numbers are inactive results; nt = not tested or not shown.
SMILES,proKLK7 act,Tn7 DDE FP,SIAE primary,UHRF1 MBD2 ctr,Tn6 DDE FP,TCR CD3 inh,LEDGF integ inh,TDP2 inh,PRMT1 inh,MBD2 DNA inh
COc1ccc(/C=N/NC(=O)Cc2csc(Nc3cccc(C(F)(F)F)c3)n2)c(OC)c1,0.1,6,-4,-4,3,6,-2,-6,-1,-2
CCC(c1nnnn1CS(=O)(=O)c1ccc(C)cc1)N1CCN(c2nc3ccccc3s2)CC1 (stereo not given),0.1,-4,-10,1,-2,-2,-5,-15,-1,4
C/C(=N\N1CCN(c2ccc(Cl)cc2)CC1)c1cccc([N+](=O)[O-])c1,-0.6,-2,9,0,-11,-4,5,-1,0,0
CC(=O)n1c(=O)c2ccccc2c(=O)n1-c1ccccc1,-0.4,5,4,3,-1,6,-2,6,0,-2
COc1ccc(C2C(C#N)=C(N)OC3=C2C(=O)CCC3)cc1OC (stereo not given),-0.6,-1,1,-3,-5,1,-4,12,1,1
Cn1c(=O)cc(OCC(=O)NCc2ccccn2)c2ccccc21,-0.6,-1,3,-3,7,-4,-4,0,0,0
Cc1nc2c(cc1NC(=O)C(C)(C)C)nc(C)n2Cc1ccccc1,-0.5,5,2,0,-7,6,1,-3,0,5
O=C(O)c1ccc2c(c1)C(=O)/C(=C/c1ccccc1)C2=O,-0.6,6,-7,16,-10,5,10,9,25*,-10
O=C(c1cccc(S(=O)(=O)N2CCOCC2)c1)N1CCC(Cc2ccccc2)CC1,0.4,0,-5,0,1,-7,-7,-1,1,-2
Cc1cc(C(=O)NNc2c(Cl)cccc2Cl)no1,0.4,14*,1,-3,3,0,-2,0,6,-4
CC(=O)NC(c1cccc(F)c1)c1nc(/C=C/c2ccccc2)cs1 (stereo not given),0.7,0,-6,-1,1,-7,5,-23,-2,-4
O=c1cc(C(F)(F)F)[nH]c2ccc(C(F)(F)F)cc12,1.4,7,-3,3,-6,-8,-3,5,2,4
O=c1[nH]c(NCCCO)nc2c1C1(CCCC1)Cc1ccccc1-2,13*,-1,-2,0,-7,-3,3,-7,2,2
CC1=CC(C)(C)N(C(=O)C(C)N2C(=O)c3ccccc3C2=O)c2ccc(C)cc21 (stereo not given),0.7,-7,-2,2,9,4,-1,-2,1,-4
Cc1ccc(NC(=O)N(O)C2CCCCC2C#N)cc1 (stereo not given),0.0,-8,13,0,-9,2,4,2,-3,-2
CC(C)NC(=O)c1onc(CSc2nc3ccccc3[nH]2)c1C(=O)NC(C)C,0.1,-2,1,16,15*,6,1,7,0,0
COCCNC(=S)N(C)[C@H]1C[C@H]2c3[nH]c4cccc(-c5ccccc5)c4c3CCN2C(=O)[C@H]1[C@H](C)O,-6.5,1,6,-1,6,8,0,-9,-2,3
O=C(Nc1ccccc1C(=O)Nc1ccc(Br)cn1)c1cccc([N+](=O)[O-])c1,0.5,0,-12,4,-4,-2,3,-21,3,8
CSc1ccc(NS(=O)(=O)c2ccc(-n3cnnn3)cc2)cc1,-0.2,5,2,4,2,-5,-7,-6,6,1
CCOc1ccc(Oc2ccccc2NC(=O)CSCC(=O)Nc2cc(C)on2)cc1,0.4,2,-2,-2,1,2,-3,-6,1,-1
CCCCCC(=O)Nc1c(-c2cccs2)c(=O)c2ccccc2n1C,0.0,6,-2,16,-3,-1,9,-9,1,5
COc1ccc(NS(=O)(=O)c2cccc(C(=O)Nc3ccccc3C(=O)O)c2)cc1,0.4,-6,-22,-4,-3,6,3,18,-3,-4
CNCC(=O)N1CCN(c2ncc(C(F)(F)F)cc2Cl)CC1,0.8,-1,7,-1,-2,1,-1,6,0,0
COc1cccc(-c2ncc3ccccn23)c1,-0.3,-1,1,1,-2,-13,1,4,5,2
Cc1onc(-c2ccccc2)c1C(=O)NC(C)c1ccccc1 (stereo not given),-0.4,-7,4,-2,1,0,0,9,-1,1

# An excerpt from above in order of formula weight, high to low.
SMILES,proKLK7 act,Tn7 DDE FP,SIAE primary,UHRF1 MBD2 ctr,Tn6 DDE FP,TCR CD3 inh,LEDGF integ inh,TDP2 inh,PRMT1 inh,MBD2 DNA inh
O=C(c1cccc(S(=O)(=O)N2CCOCC2)c1)N1CCC(Cc2ccccc2)CC1,0.4,0,-5,0,1,-7,-7,-1,1,-2
CCCCCC(=O)Nc1c(-c2cccs2)c(=O)c2ccccc2n1C,0.0,6,-2,16,-3,-1,9,-9,1,5
CC(=O)NC(c1cccc(F)c1)c1nc(/C=C/c2ccccc2)cs1 (stereo not given),0.7,0,-6,-1,1,-7,5,-23,-2,-4
COc1ccc(C2C(C#N)=C(N)OC3=C2C(=O)CCC3)cc1OC (stereo not given),-0.6,-1,1,-3,-5,1,-4,12,1,1

# Additional results:
SMILES,proKLK7 act,Tn7 DDE FP,SIAE primary,UHRF1 MBD2 ctr,Tn6 DDE FP,TCR CD3 inh,LEDGF integ inh,TDP2 inh,PRMT1 inh,MBD2 DNA inh
CC(=O)OCC(=O)C1=CCC2C3CCC4=CC(=O)C=CC4(C)C3(F)C(OC(C)=O)CC12C (stereo not given),0.4,-2,0,-1,-5,7,0,-2,-4,-4
CC(C)(C)C1CCc2[nH]nc(C(=O)O)c2C1 (stereo not given),0.2,6,-6,2,4,11,5,-13,-4,-1
O=C(CSc1n[nH]c(-c2ccccc2Cl)n1)NCc1cccc(C(=O)O)c1,0.1,-5,-4,3,-7,1,9,-9,-5,-4
CCOc1cccc(-c2nnc3n2N=C(c2ccc(OC)cc2)CS3)c1,0.1,-2,-9,0,2,nt,0,1,3,-2
CCOc1ccc(S(=O)(=O)N2CCN=C2c2ccccc2)c(C)c1C,0.4,0,3,3,2,-4,1,0,0,0
N#CCCN1CCN(S(=O)(=O)c2ccc(S(=O)(=O)NC3CCCCC3)cc2)CC1,-0.4,0,3,0,-6,4,1,-1,1,-6
CCNc1nc(-c2cc3ccccc3o2)cs1,0.0,2,8,-4,-4,4,3,9,-1,2
NNC(=O)CSc1cccc2cccnc12,-4.5,-9,-1,-7,7,1,-2,-13,-1,-2
CCc1ccc(/C=C2\SC(=S)N(CCCC(=O)NCCCN3CCOCC3)C2=O)cc1,0.2,2,3,-5,5,-12,1,4,9,-4
CCOC(=O)c1c(N)sc(C(=O)N2CCCC2)c1C,0.0,7,1,5,-2,-4,0,6,2,-3
C[C@@H]1CN([C@H](C)CO)C(=O)CCCn2nncc2CO[C@H]1CN(C)C(=O)NC1CCCCC1,0.4,-2,-2,1,2,3,-2,2,-1,0
CS(=O)(=O)c1ccc(C(=O)NNC(=O)c2cccs2)cc1,-0.7,5,-6,0,4,5,0,10,0,-1
CCOC(=O)CC(N)c1ccc(OC)cc1 (stereo not given),0.3,5,-7,4,-2,5,3,-13,-2,-9
CCN(Cc1ccccc1)C(=O)c1c[nH]c2ccc(S(=O)(=O)N(C)CCC#N)cc2c1=O,-35,0,2,-1,8,-3,3,4,3,-2
CCOC(=O)c1ccc(NC(=O)c2nccnc2C(=O)O)cc1,-0.3,-6,-6,1,2,4,2,-8,-2,-2
Cc1ccccc1NC(=S)NNC(=O)c1ccncc1,0.5,-8,13,-3,6,-7,-6,13,0,2
O=C(O)CC1(CC(=O)Nc2ccc(Oc3cccc(C(F)(F)F)c3)nc2)CCCC1,0.3,-2,-2,-1,10,-1,-2,0,5,0
COCCNC(=O)C1(C)CCCN(CCSc2ccccc2)C1 (stereo not given),0.0,1,-6,0,-2,-2,-1,4,-3,2
COc1ccc(Nc2nnc(SCC(=O)/C=C3/N(C)c4ccccc4C3(C)C)s2)cc1,-1.1,0,1,-3,-1,1,3,-3,-1,2
COc1cc(S(=O)(=O)N2CCOCC2)cc(C(=O)OCC(=O)NCc2ccco2)c1OC,-0.1,-1,-10,1,2,5,6,2,0,0
C#CCOCCOCCOCCNc1nc(N2CCOCC2)nc(N2CCN(C(=O)[C@H](CCCCN)n3cc(CN)nn3)CC2)n1,-0.3,-4,6,7,0,-2,-3,10,4,2
O=C1NN(c2ccccc2)C(=O)/C1=C\c1coc2ccc(O)cc2c1=O,-7.5,2,-1,5,-4,-5,0,-14,20,5
Cc1ccc(-n2nnnc2SCCNS(=O)(=O)c2ccccc2)cc1C,-0.4,5,-1,1,-2,-1,-1,-12,-1,8
COC(=O)c1ccc(Cl)c(NC(=O)CN(c2ccc(OC)c(OC)c2)S(C)(=O)=O)c1,0.7,8,4,1,0,3,2,8,-2,-4
O=[N+]([O-])c1ccc(NN=Cc2ccccc2)nc1,0.2,-4,3,2,2,-2,0,-8,15,2
# New compounds follow
SMILES,proKLK7 act,Tn7 DDE FP,SIAE primary,UHRF1 MBD2 ctr,Tn6 DDE FP,TCR CD3 inh,LEDGF integ inh,TDP2 inh,PRMT1 inh,MBD2 DNA inh
Cc1cc(NC(=O)CSc2nnc3c(C)cc4cc(C)c(C)cc4n23)no1,-0.3,1,3,-4,0,3,-2,9,2,-6
Nc1ccc2oc3ncccc3c(=O)c2c1,0.3,0,-2,-7,5,4,-6,8,1,-7
CCOc1ccc(-n2c(SCC(=O)Nc3ccc(S(=O)(=O)Nc4cc(C)nc(C)n4)cc3)nnc2-c2ccncc2)cc1,-0.7,-3,8,1,0,nt,3,-2,-1,6
CCOc1ccc2nc(SCC)[nH]c2c1,-0.5,-8,0,0,-9,1,6,-4,2,1
COc1ccc(NC(=O)CSc2nc(N)c(NC(=O)c3ccccc3F)c(=O)[nH]2)cc1,-0.2,-6,-4,0,5,5,2,-6,-9,6
C[C@H](O)[C@@H]1C(=O)N2CCc3c([nH]c4c(-c5ccccc5)cccc34)[C@@H]2C[C@@H]1N(C)C(=O)c1ccccc1F,2.3,1,6,-11,-3,-3,-5,1,-1,5
COc1ccc(CCC(=O)N2CCN(c3cccc(C)c3C)CC2)cc1,-0.1,3,-1,1,-3,-7,1,8,0,1
O=C(O)Cc1sc(=O)[nH]c1O,0.3,-3,1,-2,-6,5,4,9,3,-2
Cc1cc2occ(CC(=O)Nc3nnc(C4CC4)s3)c2cc1C,0.5,2,-2,0,-3,2,-2,-5,-2,2
CCN(CC)c1ccc(/C=N/NC(=O)Cc2cccs2)cc1,0.5,-2,13,-3,2,-2,1,2,-1,-2
CCSc1nnc(-c2ccccc2SC)o1,0.0,12,-3,1,3,7,-1,5,-1,3
O=C(CCC(=O)Nc1cccnc1)Nc1cccnc1,-0.1,-2,-3,-1,-2,3,-4,4,3,0
CCOC(=O)c1c(C)[nH]c(C)c1S(=O)(=O)N1CCC(c2ccccc2)C1 (stereo not given),0.9,-3,11,-2,-1,-3,2,16,-3,-3
CCOc1ccc(C(=O)OCC(=O)N2CCOCC2)cc1OCC,-0.5,-12,-8,1,4,5,2,4,0,0
O=C(NCc1ccccc1CN1CCCC1)C1CCN(C(=O)c2ccc(Cl)cc2)CC1,-0.7,-6,2,-1,0,-1,0,1,-3,-4
COc1ccc(C2CC(=O)C(c3ccc(C(C)=O)cc3)=CN2Cc2ccccc2)cc1 (stereo not given),-0.2,-6,3,3,4,-1,3,-6,-2,-4
Cc1ccc(-n2c(C)n[nH]c2=S)cc1,-0.2,0,0,1,-6,-1,0,-9,0,3
